OXTR agonist: agonists of human oxytocin receptor. P30559. AID 2435. 320,000 tested, 0.32% active. activation, % at 3 µM. CHO-OTR cells, Fluo-8 calcium fluorescence; normalized: DMSO 0%, oxytocin 100%;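 active = activation above the mean of all tested compounds plus 3 SD, cutoff set per screening run, cut at about 20% in these data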;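 also: peak over basal fluorescence ratio from a 100 s FLIPR kinetic read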
GPR7 antagonist: human neuropeptides B/W receptor 1 antagonism; P48145; GPR7-expressing cells, fluorescence antagonist assay; inhibition, % at 4.4 µM; 290,000 tested, 1.1% active; AID 1861; in the data active = inhibition above about 16%, passing the limit was not always enough;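 also: cells stimulated with the agonist NPW; 0% = agonist with vehicle and 100% = vehicle without agonist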
Target sequence (P48145 whole entry, looked up): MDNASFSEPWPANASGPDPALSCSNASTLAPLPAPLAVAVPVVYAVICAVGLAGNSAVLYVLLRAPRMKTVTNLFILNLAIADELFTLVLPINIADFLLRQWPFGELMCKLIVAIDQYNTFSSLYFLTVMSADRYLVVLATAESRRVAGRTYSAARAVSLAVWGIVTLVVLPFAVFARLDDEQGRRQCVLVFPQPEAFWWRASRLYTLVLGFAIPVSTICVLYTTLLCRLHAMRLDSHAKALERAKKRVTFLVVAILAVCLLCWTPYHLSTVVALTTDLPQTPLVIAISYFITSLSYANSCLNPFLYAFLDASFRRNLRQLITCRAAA
CHO-K1 Ca antag: M1 antagonist counterscreen hit in parental CHO-K1 cells; inhibition, % at 3 µM; ATP-induced calcium, Fluo-8 fluorescence; 360,000 tested, 0.6% active;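 active = inhibition above a per-plate cutoff, the plate's mean sample inhibition plus 3 SD, cut at about 24% in these data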;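 also: 0% = DMSO plus EC80 ATP and 100% = DMSO alone without ATP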
V1R ag counter: V1a receptor agonism, counter-screen for OXTR agonists; P37288; CHO-V1R cells, Fluo-8 calcium fluorescence, agonist mode; 0% DMSO, 100% 3 nM vasopressin; activation, % at 3 µM; 320,000 tested, 0.25% active;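 active = activation above the mean activation of all tested compounds plus 3 SD, per screening run, cut at about 20% in these data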;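 also: signal is peak over basal fluorescence ratio across a 100 second FLIPR read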
Target sequence (P37288 whole entry, looked up): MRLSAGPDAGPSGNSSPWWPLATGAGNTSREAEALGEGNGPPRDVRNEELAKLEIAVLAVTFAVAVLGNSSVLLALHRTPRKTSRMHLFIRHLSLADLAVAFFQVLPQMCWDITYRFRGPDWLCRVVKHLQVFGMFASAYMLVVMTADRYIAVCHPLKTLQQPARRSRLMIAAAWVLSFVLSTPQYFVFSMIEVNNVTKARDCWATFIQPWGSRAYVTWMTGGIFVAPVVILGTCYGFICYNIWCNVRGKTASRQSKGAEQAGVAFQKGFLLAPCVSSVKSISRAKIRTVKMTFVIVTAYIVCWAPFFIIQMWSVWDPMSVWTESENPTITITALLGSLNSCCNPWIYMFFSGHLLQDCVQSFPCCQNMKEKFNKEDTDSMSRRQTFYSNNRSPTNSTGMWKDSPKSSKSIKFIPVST
M1 ag parental: counter-screen for M1 agonists: effect in parental CHO-K1 cells; Fluo-8 calcium fluorescence; scaled to maximal ATP response, vehicle zero; activation, % at 3 µM; 360,000 tested, 0.48% active; AID 602248; in the data active = activation above about 15%;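 also: untransfected CHO-K1 host cells lacking M1 receptor as counterscreen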
CHO parental Ca: counter-screen: ATP calcium response change in parental CHO cells | inhibition, % at 5.6 µM | 330,000 tested, 0.63% active | AID 463079 | parental CHO-K1, ATP-induced calcium, Fluo-8 fluorescence;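 active = inhibition above that plate's mean sample inhibition plus 3 SD, cut at about 26% in these data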;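 also: 0% = ATP-challenged DMSO wells and 100% = DMSO wells without ATP; some compounds past the cut are filed as inactive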
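Material: parental CHO cells / Compound: single nominal dose of 5.6 µM per compound / Signal: Fluo-8 fluorescence / Replicates: singlicate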
TAAR1 antag: antagonists of human TAAR1; Q96RJ0; CHO RD-HGA16 TAAR1, Fluo-8 calcium fluorescence, antagonist; inhibition, % at 3 µM; 360,000 tested, 1.5% active; AID 624466;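 active = inhibition above a per-plate cutoff, the mean inhibition of test compounds on that plate plus 3 SD, cut at about 49% in these data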;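 also: 0% = DMSO plus EC80 beta-PEA response and 100% = DMSO alone without agonist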
Target sequence (Q96RJ0 whole entry, looked up): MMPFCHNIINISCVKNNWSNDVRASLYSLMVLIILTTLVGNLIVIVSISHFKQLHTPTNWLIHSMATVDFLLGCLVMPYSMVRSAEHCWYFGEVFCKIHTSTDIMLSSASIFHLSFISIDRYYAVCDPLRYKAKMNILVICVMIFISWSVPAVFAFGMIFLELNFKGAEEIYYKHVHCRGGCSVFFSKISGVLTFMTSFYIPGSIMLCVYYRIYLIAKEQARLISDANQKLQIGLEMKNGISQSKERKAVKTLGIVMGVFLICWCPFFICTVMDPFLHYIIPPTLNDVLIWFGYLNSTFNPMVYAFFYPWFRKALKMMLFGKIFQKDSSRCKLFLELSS
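Test system: CHO RD-HGA16 cells bearing hTAAR1 | Reagent: β-PEA, EC80 | Compound dosing: 3 µM, single point | Schedule: Dye loading 75 min at 37 °C, then 30 min room temperature | Signal: Calcium fluorescence with Fluo-8 | Evaluation: Percent inhibition of PEA-evoked calcium signal, max/basal emission ratio | Control set: DMSO-only wells and EC80 β-PEA-stimulated wells | Repeats: Singlicate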
OXTR potentiate: human OXTR potentiation; 320,000 tested, 0.061% active; activation, % at 3 µM; CHO-OTR cells, Fluo-8 calcium fluorescence, potentiator mode; 0% = oxytocin EC15, 100% = EC100;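 active = activation above that plate's cutoff, the mean activation of tested compounds plus 3 SD, cut at about 6.6% in these data, passing the limit was not always enough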;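 also: 100% uses oxytocin at 75 nM as the full agonist control; some results filed as inactive read as strong as hits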
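Assay system: CHO-OTR cells, human receptor / Also added: oxytocin at about EC15, sub-maximal agonist stimulus / Dosing: single dose, 3.0 µM nominal final compound concentration / Incubation: 6 min pre-incubation, 100 s read / Technique: Fluo-8 calcium dye fluorescence / Read-out: % activation vs EC15 and EC100 oxytocin / Benchmarks: EC15 oxytocin low, 75 nM oxytocin high / Replicates: singlicate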
M1 PAM parental: M1 PAM counterscreen hit in parental CHO-K1 cells; 360,000 tested, 0.02% active; ATP EC20, Fluo-8 calcium fluorescence; 0% at ATP EC20, 100% at ATP max; AID 602247; activation, % at 3 µM;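 active = activation above the run cutoff, the mean activation of all test compounds plus 3 SD, cut at about 40% in these data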;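 also: peak over basal fluorescence ratio in a 140 s read after ATP addition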
Starred values were filed as active, the others as inactive; . = not tested or not shown.

Molecule | OXTR agonist | GPR7 antagonist | CHO-K1 Ca antag | V1R ag counter | M1 ag parental | CHO parental Ca | TAAR1 antag | OXTR potentiate | M1 PAM parental
COc1ccc(CN(C)CC(=O)Nc2cccc(S(N)(=O)=O)c2)c(OC)c1OC | 0.5 | -5.0 | 5.5 | 0.5 | 0.5 | -5.4 | -16.6 | 2.5 | -2.1
CC(C)NC(=O)C1(c2ccccc2)CC1(Cl)Cl (stereo not drawn) | 0.4 | 1.0 | 1.4 | 0.1 | 5.6 | -3.7 | 8.7 | 5.2 | 22.5
O=C1CCCCCN1Cc1ccccc1 | -0.4 | -9.2 | -9.9 | 0.3 | 0.4 | -15.7 | -6.1 | -1.2 | 15.8
COc1ccc(OCCC(=O)OCC(=O)NC(=O)NC2CCCCC2)cc1 | 0.8 | -6.7 | 6.4 | 5.6 | 1.6 | -1.3 | 7.2 | 0.7 | -15.0
Cn1c(N)c(C(=O)CSc2nnc(C3CC3)n2N)c(=O)n(C)c1=O | 0.5 | . | -23.2 | 0.2 | 0.7 | 5.1 | 11.4 | -2.2 | 18.0
Cc1nn(Cc2ccc(F)cc2)c(C)c1NC(=O)c1noc2c1CCCCC2 | 7.2 | -2.3 | -7.6 | 4.3 | 4.5 | -19.3 | 26.2 | -4.2 | 12.5
CCn1c(SCC(=O)NC2CCCC2)nnc1C(C)C | 0.9 | -0.9 | -9.2 | 0.5 | 0.2 | -7.8 | -0.3 | -4.3 | -1.7
Cc1cccc(C(CC(=O)N2CCCC2)c2ccccc2)c1O (stereo not drawn) | -2.3 | -0.1 | -0.6 | -1.4 | 0.3 | -17.4 | -14.3 | -18.4 | 16.1
COc1cc(/C=N/NC(=O)c2ccccn2)ccc1OC(=O)c1ccc(Br)cc1 | 3.0 | -16.8 | -17.0 | 8.1 | 2.1 | 12.9 | 40.1 | -11.5 | -0.9
CC1CCC(N2CCN(c3ncccn3)CC2)C1 (stereo not drawn) | -0.3 | 14.5 | -10.7 | 0.7 | 0.1 | -13.8 | 1.9 | 2.6 | 8.6
Cc1cc(C)nc(OC(C(=O)O)C(OCCC(C)C)(c2ccccc2)c2ccccc2)n1 (stereo not drawn) | -2.0 | 1.6 | -14.2 | -1.4 | -0.1 | -19.2 | 17.7 | -3.2 | 18.7
Cc1ccc(NC(=O)Cn2c(CCC(=O)O)ccc2-c2ccc(Cl)cc2)cc1 | 0.1 | 4.3 | 2.1 | -0.5 | -0.1 | -15.9 | -2.1 | -5.0 | 5.3
C#CCOCCOCCOCCNc1nc(N2CCN(C(=O)[C@H](CCCCN)n3cc(CN)nn3)CC2)nc(N2CCN(C(=O)[C@H](CCCCN)n3cc([C@@H](N)CC(N)=O)nn3)CC2)n1 | . | . | 5.7 | . | -0.1 | . | 11.6 | . | -13.8
Cc1ccc(/C(O)=C2/C(=O)C(=O)N(CCN3CCOCC3)C2c2cccs2)cc1 (stereo not drawn) | 0.4 | -13.6 | -7.9 | 0.1 | 0.1 | 4.6 | -21.2 | 1.6 | 7.2
CC(=O)Cc1nsc(NC(=O)c2ccc(COc3ccc(C)cc3)o2)n1 | 9.6 | -2.2 | 3.0 | 5.1 | 0.1 | -0.6 | 0.0 | -15.4 | 4.2
CCOC(=O)c1cccc(NC(=O)CSc2nnc(-c3ccoc3C)n2CCOC)c1 | -2.4 | 5.6 | -5.1 | 0.4 | -0.4 | -14.0 | 0.5 | -3.5 | 14.9
CN(Cc1ccccc1NC(=O)c1ccc(S(=O)(=O)N(C)C)cc1)C1CCCCC1 | -2.6 | -6.5 | . | -2.0 | . | -8.1 | . | -12.2 | .
CCC(=O)Nc1ccc(C(=O)Nc2ccc(Br)cc2F)cc1 | 9.6 | -12.7 | -5.7 | 2.2 | 5.4 | 2.4 | 82.9* | -9.5 | 29.2
CC(C)CCNC(=O)COc1ccc(N(C)S(=O)(=O)c2ccc(F)cc2)cc1 | -1.1 | -3.5 | -7.2 | 0.9 | 1.5 | -20.4 | 6.5 | -6.3 | -16.8
Cc1cccc2c(C(=O)O)cc(-c3cccnc3)nc12 | -0.8 | 0.1 | 0.8 | 0.0 | 0.3 | -8.1 | 1.5 | -16.9 | -7.2
Cc1ccccc1NC(=O)CSc1nc(COc2ccccc2)nc2ccccc12 | 0.0 | -6.4 | 17.3 | 0.0 | -0.3 | -21.5 | 13.3 | -1.9 | -12.8
CCN1CCN(c2sc(S(C)(=O)=O)nc2S(=O)(=O)c2ccc(C)cc2)CC1 | 0.7 | -3.3 | -4.2 | 1.1 | -0.1 | -10.8 | -9.7 | -6.1 | 0.1
COc1cc(C=O)ccc1OCc1cccc(Br)c1 | -1.9 | 5.5 | 3.8 | -0.6 | 2.6 | 0.0 | 7.5 | -11.2 | 3.5
CCc1ccccc1OCC(=O)Nc1cccc(S(=O)(=O)NCc2ccco2)c1 | -0.6 | . | 2.4 | 2.2 | 0.5 | -8.5 | 27.4 | -9.9 | 3.7
CCCc1nc(SCC(=O)c2ccc(F)cc2)c2ccccc2n1 | -1.8 | -0.3 | -18.9 | -1.6 | -0.2 | -37.5 | -7.9 | -2.5 | 25.6
COc1ccc2[nH]c(=O)c(CN(C(=O)NC3CCCCC3)C3CCCC3)cc2c1 | 0.0 | 1.1 | -7.0 | -0.6 | -0.2 | -3.9 | -10.3 | 5.6 | 8.1
O=c1[nH]c(CN2CCN(S(=O)(=O)/C=C/c3ccccc3)CC2)nc2ccccc12 | -1.1 | -6.8 | -13.2 | -1.0 | 1.0 | -23.7 | 0.4 | -14.5 | -1.1
Cc1nc(NC(=O)c2c(-c3ccccc3)noc2C)sc1C(=O)N(C)C | . | -15.0 | -4.1 | . | 1.3 | . | -31.5 | . | 0.1
CC(OC(=O)CCc1nc2ccccc2c(=O)[nH]1)C(=O)c1ccc(Br)cc1 (stereo not drawn) | 4.2 | -7.5 | -13.9 | 5.9 | 3.0 | -19.3 | 4.2 | -8.5 | 11.9
Cc1cc(C)cc(OCC(=O)OC(C)C(=O)Nc2ccc(Cl)cn2)c1 (stereo not drawn) | 0.0 | . | -10.2 | 5.6 | 1.9 | -19.3 | 14.5 | -15.8 | 1.1
CC(=O)Nc1ccc(NC(=O)c2ccc(NS(=O)(=O)c3cc(C(C)(C)C)ccc3C)cc2)cc1 | -0.7 | -8.4 | -4.7 | 0.4 | 0.1 | 2.1 | -4.0 | -7.1 | 8.5
Cc1cccc(C)c1OCC(O)CN(Cc1ccccc1O)C1CCCCC1 (stereo not drawn) | -2.2 | -1.6 | -12.0 | -1.0 | 3.7 | -23.5 | -27.5 | -27.4 | 21.2
C[C@@]12C(=O)N(Cc3ccc(F)cc3)CC(=O)N1[C@H]1c3cc(Cl)ccc3OC[C@@H]1[C@@H]2c1ccccc1 | 3.0 | . | -12.9 | 0.9 | 0.8 | -17.7 | -15.0 | -6.4 | 1.7
COc1cc(-c2nnc(SCc3cccnc3)n2C)cc(OC)c1O | 0.3 | 3.5 | -17.4 | -0.5 | 0.5 | -3.2 | 7.3 | 0.2 | 8.8
C=CCN1C(=O)c2ccc(C(=O)N(CCC)CC(=O)Nc3ccccc3C)cc2C1=O | 0.2 | . | -0.5 | 0.9 | -0.1 | 5.0 | -4.0 | -6.9 | 1.4
Cc1ccc(SCC(=O)Nc2ccccc2N2CCOCC2)cc1 | -1.5 | -6.8 | -10.2 | -0.1 | 1.2 | -26.3 | -38.6 | -7.7 | -8.1
O=C(Cc1ccccc1)NNS(=O)(=O)c1ccc([N+](=O)[O-])cc1 | -0.5 | -14.3 | -8.3 | -0.1 | 0.4 | -4.9 | -8.4 | -0.3 | 18.5
O=C(c1cc2cc(Cl)ccc2oc1=O)N1CCN(c2ccccn2)CC1 | -1.2 | 10.5 | -13.3 | 0.5 | 0.8 | -13.8 | -0.4 | -5.4 | 20.9
COc1ccc(-c2cc(C(F)(F)F)n3nc(C(=O)O)cc3n2)cc1OC | 0.0 | -7.2 | -8.6 | 0.8 | 0.3 | -20.3 | -7.3 | -6.2 | 16.1
COc1ccc(C(=O)Nc2ccc(S(=O)(=O)Nc3nccc(C)n3)cc2)cc1[N+](=O)[O-] | -0.3 | -2.1 | -1.4 | 0.9 | 0.7 | -3.9 | -12.3 | -8.7 | 11.2

Among those listed so far, 3 contain an NH in an aromatic ring:
Molecule | OXTR agonist | GPR7 antagonist | CHO-K1 Ca antag | V1R ag counter | M1 ag parental | CHO parental Ca | TAAR1 antag | OXTR potentiate | M1 PAM parental
COc1ccc2[nH]c(=O)c(CN(C(=O)NC3CCCCC3)C3CCCC3)cc2c1 | 0.0 | 1.1 | -7.0 | -0.6 | -0.2 | -3.9 | -10.3 | 5.6 | 8.1
O=c1[nH]c(CN2CCN(S(=O)(=O)/C=C/c3ccccc3)CC2)nc2ccccc12 | -1.1 | -6.8 | -13.2 | -1.0 | 1.0 | -23.7 | 0.4 | -14.5 | -1.1
CC(OC(=O)CCc1nc2ccccc2c(=O)[nH]1)C(=O)c1ccc(Br)cc1 (stereo not drawn) | 4.2 | -7.5 | -13.9 | 5.9 | 3.0 | -19.3 | 4.2 | -8.5 | 11.9

(more compounds)
Each structure is followed by: OXTR agonist, GPR7 antagonist, CHO-K1 Ca antag, V1R ag counter, M1 ag parental, CHO parental Ca, TAAR1 antag, OXTR potentiate, M1 PAM parental
O=C(OCC(=O)c1c[nH]c2ccccc12)c1cc(Br)ccc1O
  2.4, 6.8, 3.4, 1.1, 8.5, 30.4, 16.7, -6.1, 14.1
COC(=O)c1ccc(COc2ncnc3ccccc23)o1
  0.4, -11.3, -10.7, 0.1, 0.5, -17.1, -5.1, 0.9, 4.0
COc1ccc(NC(=O)CC(C(=O)O)N2CCCCC2)cc1 (stereo not drawn)
  1.0, -4.6, -8.6, 0.4, 0.4, -1.1, 1.0, 3.9, 14.0
NC(Cc1ccccc1)C(=O)N1CCCCC1 (stereo not drawn)
  0.2, 9.9, 4.7, -0.6, 0.8, -10.9, 4.7, -4.5, -5.2
COc1ccc(OC)c(NC(=O)C(=O)/C=C(\O)c2cc(OC)ccc2OC)c1
  -0.9, -5.7, 8.8, 1.5, 0.0, -9.0, -3.8, -12.8, 9.3
CCc1nnc(NS(=O)(=O)c2ccc(NC(=O)C(c3ccccc3)c3ccccc3)cc2)s1
  -0.6, ., -9.2, -0.4, -0.1, -10.6, -17.7, -6.1, 14.2
O=C(O)CCSc1nc2ccc(Br)cc2[nH]1
  -0.8, -12.8, -8.4, 1.6, 0.0, -12.4, 16.0, -6.1, 22.0
COc1cccc(C(=O)NC2CC3CCCC(C2)N3Cc2ccc(C)cc2)c1 (stereo not drawn)
  3.2, -14.3, -15.3, 1.8, 2.5, -22.0, -7.4, -0.1, 3.6
Cc1c(Cl)cccc1NC(=O)CCC(=O)c1cccs1
  -1.2, -8.3, -9.5, -0.1, 2.1, -6.0, 5.5, -19.4, 10.1
COc1ccc(-c2ccccc2NC(=O)C2CCCN(Cc3ccco3)C2)cc1 (stereo not drawn)
  -0.6, 9.5, -13.1, -0.1, 1.4, -25.7, -13.0, -9.3, 14.1

Source: PubChem BioAssay (The Scripps Research Institute Molecular Screening Center)
